Compound activity: PubChem, several laboratories
TNAP inh hiacc: TNAP (human) inhibition, high acceptor; P05186; purified TNAP, CDP-star luminescence, 1 M DEA; inhibition, % at 20 µM; 0.03% of 200,000 active; AID 1135;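 active means over 50% inhibition of tissue-nonspecific alkaline phosphatase at 20 µM in the single-dose screen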;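 further: plate controls were DMSO wells for no effect and EDTA-quenched wells as full inhibition for full effect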
Target sequence (P05186 whole entry, looked up): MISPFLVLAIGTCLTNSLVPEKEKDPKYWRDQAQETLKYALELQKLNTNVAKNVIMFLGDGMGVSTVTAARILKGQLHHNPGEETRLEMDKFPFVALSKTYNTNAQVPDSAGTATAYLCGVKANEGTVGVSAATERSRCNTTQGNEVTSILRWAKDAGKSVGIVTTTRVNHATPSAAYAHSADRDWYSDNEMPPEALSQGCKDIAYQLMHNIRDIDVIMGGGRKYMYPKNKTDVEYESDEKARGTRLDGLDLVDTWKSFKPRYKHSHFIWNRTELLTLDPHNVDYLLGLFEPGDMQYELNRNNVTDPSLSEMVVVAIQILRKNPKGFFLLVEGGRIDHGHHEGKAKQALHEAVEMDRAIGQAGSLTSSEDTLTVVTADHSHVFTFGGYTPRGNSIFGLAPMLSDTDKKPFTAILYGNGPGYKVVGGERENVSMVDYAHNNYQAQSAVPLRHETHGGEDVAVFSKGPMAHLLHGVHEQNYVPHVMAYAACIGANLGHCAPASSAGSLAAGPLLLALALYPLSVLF
TNAP inh noacc: inhibitors of human TNAP without phosphate acceptor; P05186; purified TNAP, CDP-star luminescence, 30 min; inhibition, % at 20 µM; 0.26% of 200,000 active;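 active means tissue-nonspecific alkaline phosphatase inhibition above about 50% at 20 µM in the single-dose screen, limit read from the data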;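 further: 0% = DMSO negative control and 100% = EDTA positive control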
bIAP inh: intestinal alkaline phosphatase (bovine) inhibition. purified bovine IAP, CDP-star luminescence, 30 min. inhibition, % at 20 µM. 190,000 tested, under 10 active;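 active means over 50% inhibition of intestinal alkaline phosphatase at 20 µM in the single-dose screen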
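Incubation: 30 min reaction at room temperature / Material: purified bovine intestinal alkaline phosphatase (IAP) enzyme / Input: enzyme at 1/65,000,000 dilution / Dosing: 20 µM single dose / Signal: CDP-star luminescence signal / Reagent: CDP-star chemiluminescent phosphatase substrate, 30 µM final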
Diaph act CS: diaphorase activation or chemical reduction counter-screen. Diaphorase/resazurin coupled assay, resorufin fluorescence, 16 min; stronger effect = higher value; 1 = vehicle wells, 0 = NADH-free wells. 0.005% of 190,000 active. activation factor at 20 µM;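 active means diaphorase activity raised at least twofold by the compound at 20 µM; inactive means activation factor below 2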
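Measured by – red resorufin fluorescence at 544/590 nm excitation/emission · Test system – Clostridium kluyveri diaphorase, purified enzyme · Incubation – reaction time 16 min, room temperature · Buffer or medium – 50 mM HEPES pH 7.4 with 4.542 mM MgCl2, 0.005% Tween 20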
Diaphorase inh: inhibits diaphorase or chemically oxidizes, flagging diaphorase assay artifacts; AID 1217; inhibition, % at 20 µM; 0.69% of 190,000 active; diaphorase resazurin-to-resorufin fluorescence, NADH, 16 min; bacterial (C. kluyveri) enzyme, not human;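 active means primary screen inhibition at 20 µM above a set limit, cut at about 50% in these data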;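 further: plate controls were DMSO with full reaction for no effect and wells lacking NADH for full effect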
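Test system: diaphorase enzyme from Clostridium kluyveri; amount: diaphorase at 0.14 U/mL in enzyme working solution; detection: fluorescence of resorufin formed from resazurin, Ex 544/Em 590 nm; times: reaction incubation of 16 min at room temperature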
TNAP act hi DEA: increases human TNAP activity under high phosphate acceptor concentration | 200,000 tested, under 10 active | P05186 | activation factor at 20 µM | purified TNAP, CDP-star luminescence, 1 M DEA, 30 min; stronger effect = higher value; 0 = EDTA background, 1 = DMSO-only activity;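 active means activation factor at least 2 at 20 µM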
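Measured by: Luminescent substrate turnover signal | Test system: Human TNAP | Input: TNAP 1/800 final | Dosing: 20 µM single point | Schedule: 30 min, room temperature | Controls: EDTA wells as negative control, DMSO wells as positive control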
PMI act hi M6P: increases human PMI activity with near-saturating mannose 6-phosphate; P34949; coupled PMI enzyme assay, resazurin fluorescence, 20 min; stronger effect = higher value; 1 = untreated enzyme, 0 = substrate-free blank; activation factor at 20 µM; 0.34% of 190,000 active; AID 1216;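 active means activation factor of 2 or more at 20 µM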
Target sequence (P34949 whole entry, looked up): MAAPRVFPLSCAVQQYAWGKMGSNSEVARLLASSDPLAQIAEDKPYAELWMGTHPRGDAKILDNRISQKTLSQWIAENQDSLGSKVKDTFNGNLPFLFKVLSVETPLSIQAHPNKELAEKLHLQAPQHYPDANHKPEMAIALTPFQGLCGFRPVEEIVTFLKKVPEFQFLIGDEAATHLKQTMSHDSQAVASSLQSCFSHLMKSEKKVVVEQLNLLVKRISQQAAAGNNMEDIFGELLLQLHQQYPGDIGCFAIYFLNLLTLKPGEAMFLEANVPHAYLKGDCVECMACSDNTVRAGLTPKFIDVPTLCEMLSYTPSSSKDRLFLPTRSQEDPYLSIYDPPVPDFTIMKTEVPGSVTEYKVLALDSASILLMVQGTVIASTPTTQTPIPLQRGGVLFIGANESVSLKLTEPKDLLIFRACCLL
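Material: human phosphomannose isomerase with PGI, G6PDH, diaphorase coupling enzymes; amount: PMI at 15 ng/mL final; also added: Mannose-6-phosphate 1.0 mM (near-saturating) plus 0.22 mM NADP+; incubation: enzyme reaction with compound 20 min at room temperature; signal: resorufin fluorescence (Ex 544/Em 590 nm) from resazurin via diaphorase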
PMI act: activators of human phosphomannose isomerase; purified human PMI, coupled resazurin fluorescence, 20 min; stronger effect = higher value; 1 = vehicle control, 0 substrate-free wells; activation factor at 20 µM; 0.005% of 190,000 active;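 active means activation factor of 2 or more at 20 µM, relative to plate controls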
bIAP activator: increases bovine intestinal alkaline phosphatase activity | purified bovine IAP, CDP-star luminescence, 30 min; stronger effect = higher value; fold of DMSO-control signal, blank-subtracted | activation factor at 20 µM | 0.17% of 200,000 active;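 active means activation factor of 2 or more at 20 µM, a signal rise over negative controls twice the positive control's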
Lmaj promast: reduces viability of Leishmania major promastigotes; 9% of 200,000 active; resazurin fluorescence viability; inhibition, % at 10 µM; in the data active means inhibition above about 50%;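 further: promastigotes grown with compound for 44 hours at 28 °C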
Numbers without * were called inactive.

[1] CC(Oc1ccc(Cl)cc1)C(=O)NCCN1C(=O)S/C(=C\c2cccnc2)C1=O (centres undefined)
[2] CCOc1ccc(NC(=O)c2c3c(nc4ccccc24)CCC3)cc1
[3] O=C(NC(=S)NCCc1ccccc1)C1CCCCC1
[4] Cc1ccc(OCc2nnc(SCC(=O)c3ccccc3)n2Cc2ccco2)cc1
[5] O=C(Cc1ccccc1)N/N=C/c1ccc(Cl)cc1Cl
[6] CCOC(=O)c1c(NC(=O)CSc2ncnc3ccccc23)sc(C)c1C
[7] CCC(C)c1ccc(NC(=S)NCc2cccs2)cc1 (centres undefined)
[8] CS(=O)(=O)N(CC(=O)NCCSCc1c(F)cccc1Cl)c1cccc([N+](=O)[O-])c1

assay / entry	1	2	3	4	5	6	7	8
TNAP inh hiacc	2	-2	2	-4	0	-4	-4	-8
TNAP inh noacc	7	-5	-14	-8	-3	-5	-11	-4
bIAP inh	6	0	-1	-2	7	1	32	0
Diaph act CS	0.9	1.1	0.8	0.7	1	1.1	0.8	0.9
Diaphorase inh	15	-7	16	27	4	-7	20	13
TNAP act hi DEA	1	1	1	1	1	1	1	1.1
PMI act hi M6P	1	1.1	0.9	0.9	1	1.1	0.9	0.9
PMI act	1	1.1	0.9	1	0.9	1.1	0.9	1
bIAP activator	0.9	1	1	1	0.9	1	0.7	1
Lmaj promast	33	-7	88*	9	20	77*	67*	3

[9] Cc1cc(C)c(C(=O)CSc2n[nH]c(=O)n2C2CC2)cc1C
[10] CS(=O)(=O)N1CCN(c2nc3ccccc3s2)CC1
[11] CCOC(=O)Cn1nc(C)cc1NC(=O)c1ccncc1
[12] Cn1ncc(Cl)c1C(=O)Nc1nc2ccc(Cl)cc2s1
[13] CCN(CC)C(=O)C1CCCN(Cc2nc(-c3cnccn3)no2)C1 (centres undefined)
[14] Cc1cc2nc(-c3ccc(SCc4ccc(C(=O)O)cc4)nc3)[nH]c2cc1C
[15] CS(=O)(=O)N1CCc2cc(S(=O)(=O)Nc3ccc4oc5c(c4c3)CCCC5)ccc21
[16] COc1ccccc1NC(=O)CCN1CCN(Cc2ccccc2)CC1

assay / entry	9	10	11	12	13	14	15	16
TNAP inh hiacc	-8	-7	-4	2	1	-2	-8	-5
TNAP inh noacc	1	-8	-16	-4	-5	-6	-7	-7
bIAP inh	0	0	-2	34	4	-1	5	-8
Diaph act CS	0.9	0.9	0.8	0.9	1	0.9	0.6	1
Diaphorase inh	11	9	18	12	0	14	36	1
TNAP act hi DEA	1.1	1.1	1	1	1	1	1.1	1
PMI act hi M6P	1	1	1	1.1	1	1.2	0.8	1
PMI act	0.9	0.9	1	0.9	1	1.1	0.8	1
bIAP activator	1	1	1	0.7	1	1	1	1.1
Lmaj promast	13	-3	0	5	-8	7	7	13

[17] CCOC(=O)CC(NC(=O)Cn1nnc(-c2ccccc2Cl)n1)c1ccc(OC)cc1 (centres undefined)
[18] Nc1nc2c(c(=O)[nH]1)C(c1cccc3ccccc13)C1=C(N2)c2ccccc2C1=O (centres undefined)
[19] CC(=O)Nc1ccc(S(=O)(=O)NCC(=O)OCc2cc(=O)oc3ccc4ccccc4c23)cc1
[20] COCCOCCn1c(CCCO)nc2ccccc21
[21] N#Cc1ccccc1Sc1ccccc1C(=O)Nc1ccc2ccccc2c1
[22] CC(=O)c1cccc(NC(=O)Cn2nc(-c3ccc(Cl)cc3)ccc2=O)c1
[23] O=C(CSc1nnc(-c2cccc(S(=O)(=O)N3CCOCC3)c2)n1C1CCCCCC1)NCc1ccccc1
[24] CCC1(C)Cc2c(sc3nc(SC)n(Cc4ccccc4)c(=O)c23)CO1 (centres undefined)

assay / entry	17	18	19	20	21	22	23	24
TNAP inh hiacc	-5	6	-2	-4	-4	-1	-2	-9
TNAP inh noacc	-12	5	2	-14	-9	-4	-7	6
bIAP inh	12	-12	22	12	6	8	-8	14
Diaph act CS	0.9	0.7	0.6	1	0.9	1	0.8	0.8
Diaphorase inh	7	33	37	4	8	2	15	16
TNAP act hi DEA	1	0.9	1	1	1	1	1	1.1
PMI act hi M6P	1	0.7	0.7	1	0.9	0.9	0.9	1
PMI act	1	1.1	1	1	0.9	0.9	0.9	0.9
bIAP activator	0.9	1.1	0.8	0.9	0.9	0.9	1.1	0.9
Lmaj promast	20	2	47	-4	13	-7	-5	17

[25] CCOC(=O)c1cc2occc2n1CC(=O)N1CCCc2ccccc21
[26] CCCCCCNC(=O)c1ccc(Br)o1
[27] COc1ccc(OC)c(-c2c(C#N)c(N)nc3c2c(=O)nc2sccn23)c1
[28] CC1=C(C(=O)Nc2ccccn2)C(c2ccccc2Cl)NC(=S)N1 (centres undefined)
[29] O=C(NCc1ccccc1)NC1(C(=O)N2CCN3CCCC3C2)CCCCC1 (centres undefined)
[30] CSc1nnc(-c2cc3ccccc3cc2O)n1C
[31] O=C(COc1ccccc1C(=O)O)NC1CCCc2ccccc21 (centres undefined)
[32] N#Cc1c(Nc2cccc(F)c2)sc2c(O)cc(=O)[nH]c12

assay / entry	25	26	27	28	29	30	31	32
TNAP inh hiacc	-5	-1	-4	-4	-6	-3	-4	-2
TNAP inh noacc	5	-10	-15	9	-15	-10	-12	-12
bIAP inh	-13	8	3	2	-10	5	10	-6
Diaph act CS	1	0.9	0.9	1	1.1	0.8	1.1	0.6
Diaphorase inh	1	8	6	-4	-5	17	-7	41
TNAP act hi DEA	1	1	1	1	1.1	1	1	1
PMI act hi M6P	1	1	1.1	1.1	1	0.8	1	0.4
PMI act	1	1	1.1	1.1	1.1	0.9	1.1	1
bIAP activator	1.1	0.9	1	1	1.1	0.9	0.9	1.1
Lmaj promast	32	-1	1	0	-5	-3	2	2

[33] O=c1oc2ccccc2c(N2CCCC2)c1[N+](=O)[O-]
[34] CCOc1ccc(N(CC(=O)NCc2ccccc2OC)S(C)(=O)=O)cc1
[35] Nc1nc(SCC(=O)NCCN2CCOCC2)nc2sc3c(c12)CCC3
[36] COc1ccc(C(=O)Oc2ccc(C(=S)N3CCOCC3)cc2)cc1
[37] O=C(CCCCCn1c(=S)[nH]c2ccc(N3CCOCC3)cc2c1=O)NCc1ccc2c(c1)OCO2
[38] CC(C)(O)C#Cc1ccc(C(=O)NC(CCCNC(N)=O)C(=O)O)s1 (centres undefined)
[39] Cn1c2c(c(=O)n(C)c1=O)C(c1ccccc1F)C(C#N)=C(N)O2 (centres undefined)
[40] O=C(COC(=O)/C(=C/c1cccs1)c1cccs1)NCc1ccccc1Cl

assay / entry	33	34	35	36	37	38	39	40
TNAP inh hiacc	-5	-4	-2	-6	-5	-6	0	-6
TNAP inh noacc	-9	-10	-12	-12	-36	-8	-2	-7
bIAP inh	-9	2	-16	-2	-7	3	-2	4
Diaph act CS	1.1	1	0.9	0.9	1	1.1	0.9	0.7
Diaphorase inh	-10	-3	6	8	-5	-7	6	27
TNAP act hi DEA	1	1	1	1.1	1	1.1	1	1.1
PMI act hi M6P	1.1	1	1	0.8	1.1	1	1.6	0.8
PMI act	1.1	1	0.9	0.5	1	1	1.6	0.8
bIAP activator	1.1	1	1.2	1	1.1	1	1	1
Lmaj promast	-10	-6	1	27	-6	0	-6	6

[41] Cc1c(Br)c([N+](=O)[O-])nn1CCCC(=O)Nc1sc2c(c1C#N)CCC2
[42] Cc1nc2ccc(NC(=O)c3c(-c4ccccc4)noc3C)cc2s1
[43] CCOC(=O)c1sc(=NC(=O)/C=C/c2cccs2)n(C)c1C
[44] O=C(COC(=O)CSc1ccc2ccccc2c1)Nc1ccccc1OC(F)F
[45] O=C1S/C(=C\c2ccccc2)C(=O)N1CC(O)Cn1c2ccccc2c2ccccc21 (centres undefined)
[46] O=C(Nc1ccc2nc(-c3cccnc3)[nH]c2c1)C12CC3CC(CC(C3)C1)C2
[47] Cc1ccc(Cl)cc1NC(=S)NCc1cccn1C

assay / entry	41	42	43	44	45	46	47
TNAP inh hiacc	0	-4	-1	-4	4	-1	-3
TNAP inh noacc	-14	-7	-10	-15	-9	-10	-17
bIAP inh	34	4	-9	8	0	12	3
Diaph act CS	0.7	0.9	0.9	0.7	1	0.9	1
Diaphorase inh	26	10	5	28	3	12	0
TNAP act hi DEA	1	1	1	1	1	1	1
PMI act hi M6P	0.8	0.9	1	0.8	1.2	1.1	1.2
PMI act	0.6	1	1	0.8	0.9	1	1
bIAP activator	0.7	1	1.1	0.9	1	0.9	1
Lmaj promast	82*	7	-7	-6	27	77*	51*

In the list so far, 4 contain fluorine.
[8] CS(=O)(=O)N(CC(=O)NCCSCc1c(F)cccc1Cl)c1cccc([N+](=O)[O-])c1
[32] N#Cc1c(Nc2cccc(F)c2)sc2c(O)cc(=O)[nH]c12
[39] Cn1c2c(c(=O)n(C)c1=O)C(c1ccccc1F)C(C#N)=C(N)O2 (centres undefined)
[44] O=C(COC(=O)CSc1ccc2ccccc2c1)Nc1ccccc1OC(F)F

assay / entry	8	32	39	44
TNAP inh hiacc	-8	-2	0	-4
TNAP inh noacc	-4	-12	-2	-15
bIAP inh	0	-6	-2	8
Diaph act CS	0.9	0.6	0.9	0.7
Diaphorase inh	13	41	6	28
TNAP act hi DEA	1.1	1	1	1
PMI act hi M6P	0.9	0.4	1.6	0.8
PMI act	1	1	1.6	0.8
bIAP activator	1	1.1	1	0.9
Lmaj promast	3	2	-6	-6

Not a hit list; about 10% have a hit in one of these screens.
